PrPC TRFRET: cell surface PrPC inhibition, primary TR-FRET screen. TR-FRET read-out. 0.43% of 370,000 active. inhibition, % at 13.8 µM. P04156; in the data active = inhibition above about 24%; note: 0% = median of the test wells and 100% = reference compound wells
CCHFV vOTU inh: CCHFV vOTU protease inhibition; Pep-AMC fluorescence; inhibition, % at 11.5 µM; 0.55% of 370,000 active; AID 651958; in the data active = inhibition above about 30%; note: 0% = vehicle wells with enzyme and 100% = no enzyme wells
* hit, by the source's call. These rows are one share of the data. The share of hits here may be higher or lower than overall.

nr	smiles	PrPC TRFRET	CCHFV vOTU inh
1	COc1ccc(-c2nnc(SCC(=O)Nc3ccc(Oc4ccccc4)cc3)n2Cc2ccco2)cc1	-3.9	11.3
2	Cn1c(COc2ccccc2)nnc1SCC(=O)Nc1ccc(OCc2ccccc2)cc1	2.3	5.3
3	COC(=O)[C@@]12C[C@@H](CC(=O)N3CCCC3)C(=O)N(Cc3ccco3)C1=CCC(C)(C)C2	-4.5	-3.2
4	FC(F)(F)c1cccc(-c2nc3ccccc3n2C(c2ccccc2)c2nc3ccccc3[nH]2)c1 (stereo not given)	13.9	-2.3
5	Cc1nn(-c2ccccc2)c(C)c1/C=N/NC(=O)c1[nH][nH]c(=O)c1C	-5.5	2.1
6	COC(=O)[C@]12C[C@H](CC(=O)N3CCN(C(=O)C4CC4)CC3)C(=O)N(Cc3cccc4ccccc34)C1=C[C@H](C(C)(C)C)O[C@@H]2C	0.3	17.4
7	C[C@H](O)[C@@H]1CN2CCc3ccc(-c4ccc5c(c4)OCO5)cc3[C@@H]2C[C@@H]1N(C)C(=O)NC1CCCCC1	-9.0	-5.9
8	CCCCCCC(=O)n1ccc2ccc(-c3ccc4ccn(Cc5ccc(OC)cc5)c4c3)cc21	-6.0	9.9
9	CC(C)[C@H](NC(=O)OC(C)(C)C)c1cc(C(=O)NCCc2c[nH]c3ccccc23)c(N)s1	4.6	10.1
10	CCN(CC)C(=O)CC[C@H]1CC[C@]2(CCCN(Cc3nccn3C)C2)O1	-0.1	-3.2
11	C=CCN1C(=O)c2[nH]nc(-c3ccccc3)c2C1c1ccc(C)cc1 (stereo not given)	1.9	6.4
12	COC(=O)C1=C(C)N(Cc2ccccc2C(F)(F)F)C(=NCc2ccc3c(c2)OCO3)NC1c1ccc(F)cc1 (stereo not given)	-0.5	-1.0
13	C[C@]12Cc3ccccc3C1CC1=N[C@@H](C3CCCCC3)O[C@@]13C[C@@H]2C(=O)N3C1CCN(Cc2ccccc2)CC1 (stereo not given in full)	-1.3	-2.2
14	COc1cc2nc3c4ccccc4n(CC#N)c3nc2cc1OC	-2.0	10.1
15	CC1CCC2(CC1)CCN(CCCOC(=O)Nc1ccc3c(c1)OCO3)C2=O (stereo not given)	15.5	11.3
16	COc1ccc(N2CCN(CCNS(=O)(=O)c3ccc(Cl)s3)CC2)cc1	4.7	-3.6
17	Cc1cc(N2CCN(C(=O)Oc3ccc(C(F)(F)F)cc3)CC2)c2ccccc2n1	-4.7	11.7
18	COC(=O)[C@]12C[C@H](CC(=O)NCCC(C)C)C(=O)N(Cc3ccccc3)C1=C[C@H](C(C)C)O[C@@H]2C1CC1	0.4	-5.0
19	CCN1CCCCC(NC(=O)c2ccc(Cl)cc2Cl)C1=O (stereo not given)	-5.8	-5.7
20	CCCCNc1cccc2c1S(=O)(=O)N[C@@H](CC(C)C)CO2	12.2	27.5
21	COc1ccc2c(c1)CCCN2C(=O)C1CCCN(S(=O)(=O)c2c(C(C)C)cc(C(C)C)cc2C(C)C)C1 (stereo not given)	-0.3	5.6
22	COc1ccc(/C=C/S(=O)(=O)NCC(C)C)c(CNC(=O)OC(C)(C)C)c1	2.9	9.5
23	COc1ccc(-n2c(SCC(=O)c3ccc4ccccc4c3)nnc2-c2ccccc2)cc1	2.7	6.9
24	O=C(NC(CC1=CCCCC1)c1ccccc1)C(F)(F)F (stereo not given)	0.6	1.6
25	O=C(NC1CCCCN(Cc2ccc(OC(F)(F)F)cc2)C1=O)c1cccc(F)c1 (stereo not given)	-1.1	13.9

Further results follow.
nr	smiles	PrPC TRFRET	CCHFV vOTU inh
26	CCN1C(=O)N[C@@H]2C[C@H](C(=O)N3CCCC3)[C@H](C)[C@H](c3ccccc3)C[C@@H]21	-2.6	-13.3
27	Cc1cc(N2CCNC[C@@H]2C)ccc1N1CCN[C@@H](C)C1	-10.8	-4.2
28	CN(Cc1ccccc1)C(=O)OCc1cn(Cc2ccc(F)c(F)c2)nn1	-0.8	6.0
29	C=CCN1C(=O)[C@H](CC(=O)N2CCCCC2)[C@@]2(C(=O)OCC)CCCC=C12	-1.1	0.2
30	C[C@H]1COc2cc(Br)ccc2S(=O)(=O)N1Cc1cn(Cc2ccco2)nn1	1.8	4.7
31	COc1cc([N+](=O)[O-])c(OC)cc1Nc1ccccc1C(=O)O	-31.8	15.3
32	CN1C(=O)[C@@]2(O[C@H]3C=CC=CN3C3=C2C(=O)CCC3)c2cccc(Br)c21	-1.6	3.3
33	COC(=O)[C@]12C[C@H](CC(=O)N3CCSCC3)C(=O)N(Cc3ccc(Cl)cc3Cl)C1=C[C@H](COCc1ccccc1)O[C@@H]2C	3.5	2.7
34	COc1ccc(CNC(=O)C[C@@H]2C=C[C@@H](NS(=O)(=O)c3cccc(OC)c3)[C@@H](CO)O2)cc1	4.5	-5.6
35	COC(=O)[C@H](CC(C)C)N(CCc1cn(CC2CCCCC2)nn1)S(=O)(=O)c1ccc(F)cc1Br	6.2	7.0
36	COc1cc(CC(=O)N2c3ccccc3N=C(c3ccccc3)C2C(=O)NCc2ccccc2)cc(OC)c1 (stereo not given)	5.5	0.7
37	Clc1ccc(CSc2nnc(-c3cccs3)o2)cc1Cl	-3.0	-3.5
38	Cc1ccc(-c2cc(C(=O)NN=Cc3c4ccccc4cc4ccccc34)[nH]n2)cc1C	-1.8	-1.4
39	CC(C)NC(=O)C1(C)CSCC(=O)N1Cc1cccc(C(F)(F)F)c1 (stereo not given)	-2.4	-0.8
40	CC(C)(C)NC(=O)C1CN=C(c2ccccc2)c2cc(Cl)ccc2N1C(=O)C1CCC1 (stereo not given)	-1.4	1.0
41	Cc1ccccc1-c1ccc2c(c1)[C@@H]1C[C@H]3[C@@H](CN1CC2)[C@H](C)ON3C	-5.3	15.0
42	COC(=O)[C@@]12CCCCC3=C1N(CCC3)C(=O)[C@H]2CC(=O)NCc1ccc(C)o1	-1.4	-9.6
43	CCN(CC)C(=O)c1ccc(C(CCOC(=O)Oc2ccccc2)c2ccc(OC)cc2)cc1 (stereo not given)	3.9	8.6
44	Cc1ccc(OCc2nnc(SCC(=O)Nc3ccccc3-c3ccccc3)n2Cc2ccco2)cc1	14.4	9.9
45	O=S(=O)(CC1NCc2ccccc21)NCc1ccc(F)cc1 (stereo not given)	-5.3	1.7
46	O=C(NC(Cc1ccccc1)P(=O)(O)Oc1ccccc1)OCc1ccccc1 (stereo not given)	7.1	11.6
47	CN(Cc1ccco1)C(=O)c1cccc2c1C(=O)N(Cc1cccnc1)C2	0.9	-0.1
48	C#CCNC(=O)C[C@H]1C[C@@]2(C(=O)OC)C(=C[C@H](COCc3ccccc3)O[C@@H]2C)N(Cc2ccc3c(c2)OCO3)C1=O	-9.9	19.1
49	CN1OC[C@@H]2CN[C@H](c3ccc(N4CCCCC4)cc3)C[C@@H]21	-2.7	-0.2
50	CC[C@H](C)[C@H]1CNC(=O)C(=O)N1CC1CCN(CCc2ccc(OC)c(OC)c2)CC1	0.1	-7.8

Values by screen from the list:
CCHFV vOTU inh for nos. 32–42, in order: 3.3, 2.7, -5.6, 7.0, 0.7, -3.5, -1.4, -0.8, 1.0, 15.0, -9.6
PrPC TRFRET for nos. 32–42, in order: -1.6, 3.5, 4.5, 6.2, 5.5, -3.0, -1.8, -2.4, -1.4, -5.3, -1.4

Full records as entered above.
Entry for `CC[C@H](C)[C@H]1CNC(=O)C(=O)N1CC1CCN(CCc2ccc(OC)c(OC)c2)CC1` : PrPC TRFRET: 0.1; CCHFV vOTU inh: -7.8
Entry for `O=C(NC(Cc1ccccc1)P(=O)(O)Oc1ccccc1)OCc1ccccc1` (stereo not given) : PrPC TRFRET: 7.1; CCHFV vOTU inh: 11.6
Entry for `CCN(CC)C(=O)c1ccc(C(CCOC(=O)Oc2ccccc2)c2ccc(OC)cc2)cc1` (stereo not given) : PrPC TRFRET: 3.9; CCHFV vOTU inh: 8.6

New compounds follow
nr	smiles	PrPC TRFRET	CCHFV vOTU inh
51	O=C(NCC1COCCO1)C1CCN(S(=O)(=O)c2cccs2)CC1 (stereo not given)	2.8	-8.1
52	Cc1ccc(S(=O)(=O)N2[C@@H](Cc3ccccc3)CO[C@H]2CC(=O)c2ccc(F)cc2)cc1	-3.1	6.7
53	C=CCN1[C@H](CC(C)C)COc2cc(N3CCSCC3)ccc2S1(=O)=O	-4.4	12.7
54	Clc1ccccc1Cn1ccc2ccc(-c3ccc4ccn(Cc5ccccc5Cl)c4c3)cc21	-1.9	10.3
55	CCOC(=O)C1=CCN(S(=O)(=O)c2ccc(Cl)cc2)C1c1ccc(Br)cc1 (stereo not given)	2.1	6.1
56	COC(=O)[C@]12C[C@H](CC(=O)N3CCC(c4ccccc4)CC3)C(=O)N(Cc3cccc4ccccc34)C1=C[C@H](C1CCCC1)O[C@@H]2C	-0.9	19.1
57	CN(Cc1ccccc1F)C(=O)Cn1c(-c2cncs2)nc2ccccc21	-6.1	-3.5
58	COC(=O)[C@]12C[C@H](CC(=O)NCCc3ccccc3OC)C(=O)N(Cc3ccco3)C1=C[C@H](COCc1ccccc1)O[C@@H]2C	-3.2	12.3
59	COC(=O)CN1CCN(C(=O)c2csc3ccccc23)CC1	-4.3	-6.9
60	C[C@@H]1/C=C/CC(=O)N2[C@H](CC(=O)N[C@@H]1c1ccccc1)C[C@@H](C)[C@H]2c1ccccc1	-9.8	-4.8
61	CCCCN1CCS(=O)(=O)N(Cc2cn(Cc3ccccc3Br)nn2)C(C(=O)OC)C1 (stereo not given)	5.4	1.9
62	COc1ccc(N2C(=O)c3[nH]nc(-c4ccccc4)c3C2c2ccc(Br)cc2)cc1 (stereo not given)	-2.6	20.2
63	Cc1nn(CCC(=O)NNC(=O)Nc2ccc(Cl)cc2)c(C)c1[N+](=O)[O-]	4.3	14.8
64	CCCN1CCS(=O)(=O)N(Cc2cn(Cc3ccc(Cl)cc3)nn2)C(C(=O)OC)C1 (stereo not given)	10.6	-1.0
65	COC1=C[C@H](C(=O)NCCOC(C)=O)[C@H](C)[C@@H](c2ccccc2)CC1=O	-9.3	-3.5
66	Nc1[nH]c(C(=O)c2ccccc2)c(-c2cccnc2)c1C(=O)c1ccccc1	10.6	-1.3
67	Cc1cc(N2CCN(C(=O)OC(C)(C)C)C[C@H]2C)ccc1N1CCN(Cc2ccccc2)[C@H](C)C1	7.7	3.1
68	COC(=O)[C@]12C[C@H](CC(=O)N3CCCCC3)C(=O)N(Cc3ccco3)C1=C[C@H](C(C)(C)C)O[C@@H]2C	11.6	6.7
69	O=C(Nc1nc2ncccn2c1-c1ccc(F)cc1)c1ccc(F)cc1	3.0	-12.0
70	O=c1c2ccccc2n(Cc2ccccc2)n1[C@@H](Cc1ccccc1)Cn1cc(C2CCCC2)nn1	0.9	-12.7
71	COc1cccc([C@H]2NC(=O)C/C=C/[C@@H](C)[C@@H](c3cccc(OC)c3)NC(=O)C/C=C/[C@H]2C)c1	-6.5	2.7
72	CC(=O)C[C@@H]1OC[C@H](CO)N1S(=O)(=O)c1ccc(C)cc1	9.5	16.8
73	O=C(Sc1cccc2cccnc12)c1ccc(F)cc1	28.4*	0.3
74	CCOC(=O)CC[C@H]1CC[C@]2(CCCN(S(C)(=O)=O)C2)O1	9.3	6.2
75	Cc1cccc(OCC(C)CN2CCC(C(O)(c3ccccc3)c3ccccc3)CC2)c1 (stereo not given)	-9.6	23.4

More records
nr	smiles	PrPC TRFRET	CCHFV vOTU inh
76	COc1ccc(-c2cc(NC(=O)Cc3c(C)[nH]c4ccccc34)ccc2Nc2cccnc2)cc1F	-3.2	1.3
77	C=CCCC1CN(Cc2ccc(OC)cc2)S(=O)(=O)c2c(NCc3cc(OC)c(OC)c(OC)c3)cccc2O1 (stereo not given)	5.5	0.0
78	COC(=O)[C@]12C[C@H](CC(=O)N3CCCC3)C(=O)N(Cc3cccc4ccccc34)C1=C[C@H](C(C)(C)C)O[C@@H]2C	-0.2	16.2
79	COCCCNC(=O)C[C@H]1C[C@@]2(C(=O)OC)C(=C[C@H](COCc3ccccc3)O[C@@H]2C)N(Cc2ccc(Cl)cc2Cl)C1=O	-4.9	3.7
80	O=C(NCc1ccccc1)C(c1ccccc1)n1c(C2CC2)nc2ccccc21 (stereo not given)	-2.6	-3.0
81	CCCC[C@H]1C2CC(OC(=O)Nc3cccc(C#N)c3)C(C2)[C@H]2CCCCN21 (stereo not given in full)	-6.0	-3.5
82	Cc1cc(N2CCN(CC(C)(C)O)C[C@@H]2C)ccc1N1CCN(CC(C)(C)O)[C@@H](C)C1	3.8	13.5
83	Nn1c(SCc2ccc([N+](=O)[O-])cc2)nnc1-c1n[nH]c2c1CCC2	-17.3	0.3
84	CN(Cc1ccccc1)C(=O)OCc1cn(Cc2ccccc2Cl)nn1	1.9	9.7
85	CCCCNC(=O)C[C@H]1C[C@@]2(C(=O)OC)C(=C[C@H](C3CCCC3)O[C@@H]2C)N(Cc2ccco2)C1=O	6.1	7.2
86	COC(=O)[C@]12C=CCN1[C@@H](c1ccc(Cl)cc1)c1c(c3ccccc3n1S(=O)(=O)c1ccc(C)cc1)C2	6.1	0.5
87	COc1cc(CCC(C)=O)ccc1OC(=O)c1c(-c2c(F)cccc2Cl)noc1C	0.5	4.0
88	CCOC(=O)N1C(=O)C[C@](Sc2ccc(OC)cc2)(C(=O)N2CCOCC2)[C@H]1c1ccc(OC)cc1	-1.1	-0.6
89	C=CCN(C)CC#Cc1ccc(OC)cc1	-4.0	6.4
90	Cc1ccccc1-c1ccc2c(c1)[C@@H]1C[C@H](N(C)S(=O)(=O)c3ccc(Cl)cc3)[C@H]([C@H](C)O)CN1CC2	7.8	20.4
91	COC(=O)C1=C(C)N(Cc2ccc(Cl)cc2)C(=S)NC1c1ccccc1 (stereo not given)	12.9	2.9

Screening data as filed in PubChem BioAssay.
